Source: PubChem BioAssay (several laboratories)
GRK2 aptamer HTS: compounds blocking aptamer binding on GRK2 – biochemical, human GRK2, bead flow cytometry, HTS, primary screen. Beta-adrenergic receptor kinase 1 (Homo sapiens), P25098. FAM-aptamer displacement from GRK2. inhibition of aptamer binding, % at 10 µM. hit rate 0.59% among 330,000;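 active = inhibition of aptamer binding above 40%, roughly 3 SD of noise, on plates passing a quality check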;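 note: median bead fluorescence of bound FAM aptamer so fluorescent compounds give negative values; no value below 0 was filed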
Target sequence (P25098 whole entry, looked up): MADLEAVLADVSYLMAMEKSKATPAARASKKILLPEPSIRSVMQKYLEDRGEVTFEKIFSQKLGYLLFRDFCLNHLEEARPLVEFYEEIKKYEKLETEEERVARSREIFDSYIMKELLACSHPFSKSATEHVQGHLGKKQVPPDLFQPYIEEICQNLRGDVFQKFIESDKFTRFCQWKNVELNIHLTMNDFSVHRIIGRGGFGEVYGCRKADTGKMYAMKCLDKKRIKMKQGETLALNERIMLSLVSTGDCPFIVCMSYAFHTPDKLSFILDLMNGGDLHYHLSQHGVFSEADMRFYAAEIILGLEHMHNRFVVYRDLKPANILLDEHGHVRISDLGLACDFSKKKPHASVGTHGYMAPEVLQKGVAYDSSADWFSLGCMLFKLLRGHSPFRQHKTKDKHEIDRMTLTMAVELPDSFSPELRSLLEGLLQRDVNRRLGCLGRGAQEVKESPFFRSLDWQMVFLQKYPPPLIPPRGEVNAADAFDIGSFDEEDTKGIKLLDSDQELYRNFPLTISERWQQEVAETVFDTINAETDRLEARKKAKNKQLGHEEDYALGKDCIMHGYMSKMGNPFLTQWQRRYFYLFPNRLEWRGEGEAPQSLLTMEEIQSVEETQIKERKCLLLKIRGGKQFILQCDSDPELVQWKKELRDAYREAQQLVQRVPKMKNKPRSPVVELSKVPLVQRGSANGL
Fam108B inh: mouse Fam108B serine hydrolase inhibitors, primary screen, counter-screen for RBBP9 inhibitor project, biochemical, fluorescence polarization. hit rate 0.33% among 300,000. inhibition, % at 9.51 µM. recombinant Fam108B, FP-Rh probe fluorescence polarization. AID 1947, 2009;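 active = inhibition above the screen mean inhibition plus 3 SD, computed separately per campaign, cut at about 18% in these data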;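 note: inhibitors lower polarization as less probe binds the enzyme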
MEX-5 binding: MEX-5 zinc finger RNA-binding disruptors – biochemical, C. elegans, fluorescence polarization, MLPCN library, primary screen; Zinc finger protein mex-5 (Caenorhabditis elegans), Q9XUB2; MEX-5/FITC-TCR2 RNA binding; hits give low values; activity score (negative = inhibition of binding), % at 10 µM; hit rate 0.38% among 300,000; AID 1832, 2009;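 active = inhibition past about -25% in most replicates, and total fluorescence under double the plate's negative control median, limit read from the data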;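 note: 0% = DMSO and -100% = 5 µM competing unlabeled TCR2 RNA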
Bcl-xL primary: inhibitors of human Bcl-xL, primary screen, biochemical, fluorescence polarization, HTS. GST-Bcl-xL / FITC-Bim BH3 peptide fluorescence polarization. inhibition, % at 10.9 µM. hit rate 0.7% among 320,000. AID 2129, 2009;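 active = inhibition above the mean of all tested compounds plus 3 SD, cutoff set per campaign, cut at about 30% in these data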;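 note: 0% = DMSO wells and 100% = unlabeled Bim-BH3 peptide competitor; inhibitors lower millipolarization by displacing the labeled peptide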
GLD-1 RNA inh: GLD-1/TGE RNA complex disruptors, primary screen, biochemical, fluorescence polarization | Female germline-specific tumor suppressor gld-1 (Caenorhabditis elegans), Q17339 | hit rate 0.44% among 320,000 | purified GLD-1 + fluorescein TGE RNA | inhibition, % at 5.96 µM | AID 2280, 2010;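 active = percent inhibition above a per-plate cutoff, the plate mean of test compounds plus 3 SD, cut at about 30% in these data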;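 note: 0% = DMSO wells with GLD-1 and probe and 100% = wells lacking GLD-1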
VLA-4 inh: inhibition in human VLA-4 binding assay, primary screen, VLA-4 allosteric modulator project, MLPCN library, flow cytometry, VLA-4 expressing cells. inhibition, % (about 7 µM as worked out from the volumes in the protocol). AID 2557, 2010. Integrin alpha-4 (Homo sapiens), P13612. ligand binding flow cytometry. hit rate 0.2% among 330,000; in the data active = inhibition above about 50%
MCL1-BIM inh: inhibitors of MCL1 binding to BIM-BH3, primary screen, biochemical, fluorescence polarization; Induced myeloid leukemia cell differentiation protein Mcl-1 (Homo sapiens), Q07820; GST-MCL1 / FITC-Bim-BH3 fluorescence polarization; inhibition, % at 10.9 µM; hit rate 0.68% among 320,000;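 active = inhibition above the mean inhibition of all tested compounds plus 3 SD, set per campaign, cut at about 40% in these data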;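 note: 0% = DMSO wells and 100% = unlabeled Bim-BH3 peptide control; higher means more loss of mP so more displacement of Bim peptide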
Efflux pump mplx: inhibitors of Candida efflux pumps in yeast, primary screen, S. cerevisiae, Nile Red, multiplex; S. cerevisiae Candida pump triplex; hit rate 0.44% among 330,000; inhibition, % at 10 µM;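 active = plate passing quality check with inhibition over a set limit, or well fluorescence over plate mean plus 4 SD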;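 note: Nile Red retained in pooled yeast measured as flow cytometry median fluorescence; 0% = buffer negative control and 100% = Enniatin B positive control; higher means more Nile Red kept so more efflux inhibition; some compounds called inactive have numbers as strong as hits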
PME-1 primary: PME-1 inhibitors via competitive probe labeling, primary screen, biochemical, fluorescence polarization, FP-Rh probe, HTS. Protein phosphatase methylesterase 1 (Homo sapiens), Q9Y570. recombinant PME-1. inhibition, % at 5.9 µM. hit rate 0.53% among 320,000;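 active = inhibition above the campaign mean of all compounds plus 3 SD, cut at about 26% in these data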;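 note: competitive labeling of PME-1 active site by serine hydrolase directed probe; 0% = PME-1 with DMSO and 100% = wells lacking PME-1 enzyme; inhibitors block probe labeling so polarization falls and inhibition rises; many of its hits are not listed in these tables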
Target sequence (Q9Y570 whole entry, looked up): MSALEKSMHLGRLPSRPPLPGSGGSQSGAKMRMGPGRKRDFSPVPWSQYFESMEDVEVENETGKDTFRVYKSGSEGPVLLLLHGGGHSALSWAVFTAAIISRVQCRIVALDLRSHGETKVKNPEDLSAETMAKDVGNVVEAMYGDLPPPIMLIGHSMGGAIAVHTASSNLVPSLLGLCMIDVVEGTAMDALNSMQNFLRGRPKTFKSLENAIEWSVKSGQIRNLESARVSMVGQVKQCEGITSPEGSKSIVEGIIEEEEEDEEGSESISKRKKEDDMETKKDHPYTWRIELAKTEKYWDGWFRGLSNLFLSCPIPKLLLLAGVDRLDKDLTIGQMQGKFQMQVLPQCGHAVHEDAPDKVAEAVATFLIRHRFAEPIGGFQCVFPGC
* = called active by the depositor; . = not tested or not shown.

SMILES | GRK2 aptamer HTS | Fam108B inh | MEX-5 binding | Bcl-xL primary | GLD-1 RNA inh | VLA-4 inh | MCL1-BIM inh | Efflux pump mplx | PME-1 primary
COc1ccc(NC(=O)Nc2cccc(C)n2)cc1 | 0 | 1 | 0.0 | 0 | 4 | -14 | -5 | 0.2 | 2
FC(F)(F)c1nnc2ccc(N3CCCCC3)nn12 | 0 | -1 | 1.3 | 8 | 1 | 1 | 5 | 0.1 | -4
CCCc1nc(C)cc(N2CCN(c3ccccc3)CC2)n1 | 1 | 1 | -2.6 | -2 | -1 | 23 | -2 | 0.9 | 4
Oc1ccc(Br)cc1/C=N/n1c(-c2ccccc2)n[nH]c1=S | 4 | -3 | 3.6 | -19 | 9 | 5 | -9 | 0.3 | 0
O=C(Cn1cnc2ccccc2c1=O)NCc1cccs1 | 2 | -4 | 1.0 | -2 | 3 | 3 | 1 | 0.0 | -1
Cc1cc(C)c(OC2(c3ccccc3)OC(=O)c3ccccc32)c(C)c1 (stereo not drawn) | 3 | -2 | -1.4 | 1 | 4 | 0 | 2 | -0.7 | 1
Cc1nn(CC(=O)Nc2ccc(Cl)c(S(=O)(=O)N(C)C)c2)c(C)c1[N+](=O)[O-] | 1 | -1 | . | 2 | 2 | 7 | -2 | 0.0 | 2
COCCNC(=O)c1cnn2c(C(F)F)cc(-c3ccccc3)nc12 | 0 | 2 | 0.0 | 6 | 3 | 1 | 3 | -0.1 | 10
CCC1CCCCN1C(=O)COC(=O)COc1ccc(Br)cc1 (stereo not drawn) | 0 | . | . | . | -2 | 11 | . | -0.3 | .
Cc1cc(C)c2cc(C(=O)N3CCC(Cc4ccccc4)CC3)[nH]c2c1 | 0 | 0 | -0.2 | 0 | 4 | 1 | -5 | 0.1 | -2
Cc1cccc(C2CN(C)CCc3c2cc(O)c(O)c3Cl)c1 (stereo not drawn) | 2 | 0 | . | 4 | 4 | 18 | 1 | 0.0 | -4
O=C(NCc1ccc(F)cc1)C(=O)NCC(c1ccco1)N1CCOCC1 (stereo not drawn) | 0 | 9 | 1.6 | -4 | -4 | -10 | -5 | 0.0 | -3
CCOc1ccc(C(C)=O)cc1CN1C(=O)NC2(CCCCCC2)C1=O | 83* | 0 | -2.9 | 3 | -2 | -19 | -7 | 0.3 | -11
COc1ccccc1-c1nnc(NC(=O)OCC(C)C)s1 | 1 | 1 | 2.7 | 0 | 7 | 0 | -2 | -0.1 | -3
Cc1cc(N2CCN(C)CC2)nc2ccc(NC(=O)c3ccc4c(c3)OCO4)cc12 | 0 | 2 | . | 5 | -1 | -7 | 3 | -0.2 | -4
S=C(NCC(c1ccco1)N1CCCC1)Nc1ccccc1 (stereo not drawn) | 0 | 3 | 4.7 | 13 | -2 | 0 | 9 | -0.1 | 0
COCCNC(=O)[C@@]1(Cc2ccccc2)C=C[C@@H](C)N1C(C)=O | 0 | 4 | -1.0 | 9 | -3 | 11 | 12 | -0.2 | 4
O=C(Cc1ccc(Cl)cc1)NNC(=O)C1CC=CCC1C(=O)O (stereo not drawn) | 1 | 2 | 2.7 | 2 | 1 | 3 | 0 | 0.0 | 1
C/C(CC(=O)Nc1ccc(C)c(Cl)c1)=N\NC(=O)Cc1cnc(N)s1 | 1 | -2 | -4.5 | 4 | 6 | 4 | 6 | 0.0 | -1
Cc1cc(S(=O)(=O)N2CCN=C2c2ccccc2)ccc1F | 1 | -1 | 0.4 | -7 | 0 | 2 | -11 | 0.3 | -1
CCOC(=O)N1CCN(C(=O)c2ccc3nc(-c4ccccc4)c(-c4ccccc4)nc3c2)CC1 | 0 | 0 | 1.1 | 11 | -5 | 17 | 7 | 0.2 | 2
O=C(CC(=O)N/N=C/c1c(F)cccc1Cl)NCCc1ccccc1 | 0 | -2 | -0.2 | 3 | -8 | 4 | 3 | 0.0 | 1
Cc1ccc(NC(=O)COC(=O)CN2C(=O)C3CCCCC3C2=O)cc1S(=O)(=O)N1CCOCC1 (stereo not drawn) | 2 | 1 | -2.1 | 3 | -5 | -3 | -2 | -0.2 | 12
C=CCn1c(SCC(=O)c2cccs2)nc2sc(C)cc2c1=O | 5 | -2 | -1.0 | 2 | -6 | 8 | 10 | -0.1 | 3
C=CCN1C(=O)c2ccccc2Sc2ccc(C(=O)NCC(OC)OC)cc21 | 1 | -1 | 0.9 | -6 | -4 | 11 | -9 | -0.1 | 0
Cc1nc2ccccc2nc1Nc1cccc(Cl)c1 | 3 | 3 | 0.5 | 4 | 3 | 7 | 3 | 0.0 | -7
COc1ccccc1C(=O)OCC(=O)NC(C)CCc1ccccc1 (stereo not drawn) | 1 | 2 | 0.3 | 3 | 3 | 15 | -11 | 0.0 | 0
Cc1ccc(C(=O)NC2CC3CCC(C2)N3C)cc1 (stereo not drawn) | 2 | . | . | -2 | 4 | 19 | -6 | -0.2 | -2
CC(C)CCC(O)(CCC(C)C)C(=O)NNc1ccccc1 | 7 | 2 | 1.9 | -1 | 4 | -2 | -10 | -0.1 | 2
Cc1cnnc2c1-c1nonc1CC2 | 0 | 0 | 0.5 | 5 | 12 | -2 | 7 | -0.2 | -3
O=C(Nc1ccc(S(=O)(=O)Nc2ncccn2)cc1)c1cccc(Br)c1 | 0 | . | 1.0 | . | . | 5 | . | 0.0 | .
O=C(Cc1ccc(-c2ccccc2)cc1)NC(c1ccccc1)c1ccccc1 | 3 | 6 | -5.0 | 3 | -4 | 15 | 2 | 0.1 | 8
Cc1cc(C)c(S(=O)(=O)N(CC(=O)O)C2CCCCC2)c(C)c1 | 0 | -2 | -0.8 | 2 | 6 | -2 | 13 | -0.1 | -2
Cc1ccc(S(=O)(=O)N(C)c2ccc(OC(=O)c3ccc(N4CCCC4=O)cc3)cc2)cc1 | 0 | 0 | 1.2 | 2 | 4 | 3 | 3 | 0.1 | -3
CCCN(C(=O)c1c(CC)noc1C)c1c(N)n(Cc2ccccc2)c(=O)[nH]c1=O | 1 | 2 | -1.8 | -6 | -2 | 3 | -7 | 0.0 | 4
CC(=O)c1csc(COc2ccccc2)n1 | 1 | 0 | 1.7 | -1 | 2 | 2 | 2 | 0.4 | 3
CC(=O)c1ccc(NC(=O)N2C3CCC2CC(O)(c2cccnc2)C3)cc1 (stereo not drawn) | 0 | 3 | 1.3 | -1 | 8 | -13 | -3 | 0.1 | -5
CCCn1cnc2c(=O)oc3ccccc3c21 | 5 | -2 | -0.6 | -2 | 0 | -3 | 12 | -0.1 | -3
COc1ccccc1C(C[N+](=O)[O-])c1c(N)n(C)c(=O)n(C)c1=O (stereo not drawn) | 0 | -4 | . | 3 | 1 | 17 | -1 | 0.0 | 1
COc1cc(C2C(=O)c3ccccc3C2=O)ccc1O | 0 | 5 | 0.6 | 4 | -4 | 0 | 11 | 0.2 | 11
Cc1noc(C)c1CCC(=O)NC1CCCN(Cc2ccc(Cl)cc2)C1 (stereo not drawn) | 0 | 0 | 1.8 | 5 | 5 | 0 | 0 | 0.5 | 9
S=C(NCc1ccccc1)NCc1ccc2c(c1)OCO2 | 2 | 5 | -2.6 | 3 | 9 | -14 | -1 | -0.1 | 4
O=c1[nH]c2ccc(S(=O)(=O)N3CCN(C4CCCCC4)CC3)cc2[nH]c1=O | 3 | -2 | -0.8 | 3 | 6 | -5 | 5 | -0.4 | 5
COc1ccc(S(=O)(=O)N(C)c2ccc(C(=O)NCC3CCCO3)cc2)cc1OC (stereo not drawn) | 0 | -1 | -1.9 | 1 | 8 | -18 | -6 | -2.6 | -2
COc1ccc(C(=O)N/N=C\c2coc3ccccc3c2=O)cc1 | 5 | -2 | 2.5 | 3 | 1 | -1 | 8 | -0.1 | -1
Cc1c(N/C=C/C(=O)C(F)(F)F)c(=O)n(-c2ccccc2)n1C | 0 | 0 | 0.1 | 5 | -7 | -6 | -9 | -0.1 | -4
Cc1ccc(-c2nnc(N3CCCCC3)c3ccccc23)cc1S(=O)(=O)N(C)C | 0 | -3 | -2.9 | 4 | 6 | 5 | -2 | 0.0 | 5
COc1ccc(CNC(=O)c2ccc(CS(=O)(=O)Cc3ccccc3F)o2)cc1 | 8 | 4 | 2.1 | 8 | 5 | 5 | 5 | 0.0 | 1
COc1cc(CNc2ncn[nH]2)ccc1OCC(=O)NC(C)(C)C | 0 | -4 | 3.3 | -1 | 4 | 6 | -3 | 0.3 | 2
O=C(CSc1nnc(-c2ccccc2)n1-c1ccc(Cl)cc1)N/N=C/c1ccccc1C(=O)O | 3 | 0 | 0.0 | -7 | 3 | -4 | -8 | 0.2 | -6
C/C(=N\NC(N)=S)C1C2C3CC4C5CC(C42)C1C53 (stereo not drawn) | 2 | 0 | 1.2 | 5 | 1 | -4 | 6 | 0.0 | -2
Cc1c([N+](=O)[O-])cc(C(=O)Oc2ccc(Br)cc2C(=S)N2CCCCC2)cc1[N+](=O)[O-] | 0 | 3 | -1.3 | 6 | 4 | 15 | 8 | 0.3 | 2

Entries above that have fluorine:
SMILES | GRK2 aptamer HTS | Fam108B inh | MEX-5 binding | Bcl-xL primary | GLD-1 RNA inh | VLA-4 inh | MCL1-BIM inh | Efflux pump mplx | PME-1 primary
FC(F)(F)c1nnc2ccc(N3CCCCC3)nn12 | 0 | -1 | 1.3 | 8 | 1 | 1 | 5 | 0.1 | -4
COCCNC(=O)c1cnn2c(C(F)F)cc(-c3ccccc3)nc12 | 0 | 2 | 0.0 | 6 | 3 | 1 | 3 | -0.1 | 10
O=C(NCc1ccc(F)cc1)C(=O)NCC(c1ccco1)N1CCOCC1 (stereo not drawn) | 0 | 9 | 1.6 | -4 | -4 | -10 | -5 | 0.0 | -3
Cc1cc(S(=O)(=O)N2CCN=C2c2ccccc2)ccc1F | 1 | -1 | 0.4 | -7 | 0 | 2 | -11 | 0.3 | -1
O=C(CC(=O)N/N=C/c1c(F)cccc1Cl)NCCc1ccccc1 | 0 | -2 | -0.2 | 3 | -8 | 4 | 3 | 0.0 | 1
Cc1c(N/C=C/C(=O)C(F)(F)F)c(=O)n(-c2ccccc2)n1C | 0 | 0 | 0.1 | 5 | -7 | -6 | -9 | -0.1 | -4
COc1ccc(CNC(=O)c2ccc(CS(=O)(=O)Cc3ccccc3F)o2)cc1 | 8 | 4 | 2.1 | 8 | 5 | 5 | 5 | 0.0 | 1

Not all compounds are listed; rates above refer to the full screens.
